Compound activity: PubChem, National Center for Advancing Translational Sciences (NCATS)
AmpC det inh – Promiscuous and Specific Inhibitors of AmpC Beta-Lactamase (assay with detergent). P00811. purified AmpC, nitrocefin hydrolysis with detergent. Potency, µM (top dose mostly 28.7 µM), for inactives: top-dose activity change, negative = inhibition. 71,000 compounds, 0.09% hits; active = well fitted curve in the direction sought with a large enough effect
Target sequence (P00811 whole entry, looked up): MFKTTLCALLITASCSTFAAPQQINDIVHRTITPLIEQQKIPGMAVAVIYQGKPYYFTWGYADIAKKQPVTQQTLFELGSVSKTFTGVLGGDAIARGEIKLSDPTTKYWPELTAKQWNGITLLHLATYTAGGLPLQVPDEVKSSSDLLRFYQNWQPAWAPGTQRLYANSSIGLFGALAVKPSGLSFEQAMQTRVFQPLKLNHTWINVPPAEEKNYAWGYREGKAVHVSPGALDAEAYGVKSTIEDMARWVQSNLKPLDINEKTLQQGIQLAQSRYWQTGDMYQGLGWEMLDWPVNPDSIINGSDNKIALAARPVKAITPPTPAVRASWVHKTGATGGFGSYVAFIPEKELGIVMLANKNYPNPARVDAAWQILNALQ
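E. coli AmpC (5.3 nM) in 20 mM phosphate pH 7.0 with 0.01% Triton X-100, preincubated 15 min RT with compound; nitrocefin (2 uL of 800 uM stock) hydrolysis followed by 480 nm absorbance every 20 s over 4 min.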
* hit, by the source's call; [ ] = another dose, or the depositor's remark. % is scaled to controls: 0 for no effect and ±100 for the full control effect; potency is read from the fitted curve at half-maximal effect. Not all compounds are listed (hit frequency here may not be typical).

| smiles | AmpC det inh |
| --- | --- |
| O=[n+]1cc(-c2cc3ccccc3o2)n([O-])c2c1CCCC2 | -0.6% |
| O=C(CCSc1nnnn1-c1ccccc1)N1CCOCC1 | -4.4% |
| O=C(CC1Oc2ccccc2NC1=O)NCCCN1CCN(C2CCCCC2)CC1 (stereo unspecified) | 16.8% |
| CCOC(=O)CC(NC(=O)c1ccco1)c1ccccc1Cl (stereo unspecified) | -3.9% |
| CCCn1c(SCC(=O)c2ccc3c(c2)OCCO3)nnc1C(C)C | -6.6% |
| CC(=O)N1CCc2cc(S(=O)(=O)CCC(=O)Nc3cccc(F)c3)ccc21 | -1.9% |
| O=C(O)[C@@H]1[C@@H]2C[C@H]([C@@H](Br)[C@H]2N2C(=O)CCC2=O)[C@@H]1C(=O)O | -2.9%[5.75 µM] |
| CCOC(=O)C(CC)Sc1nc2c(c(=O)[nH]c(=O)n2C)n1CCc1ccccc1 (stereo unspecified) | 10.3% |
| COc1ccc(C(=O)NCCc2nnc(SCC(=O)Nc3ccccc3)n2C)cc1 | -4.0% |
| COc1cccc(Cn2c(=O)c(C)nc3cnc(Nc4cccc(OC)c4)nc32)c1 | -0.5% |
| CC(CC(=O)O)CC1=NS(=O)(=O)c2ccccc2N1 (stereo unspecified) | -3.7% |
| CCCCn1c(N)c(N(CCOC)C(=O)CSc2nc3ccc(C)cc3[nH]2)c(=O)[nH]c1=O | 0.3% |
| C=CC(=O)OCC(CO)(COC(=O)C=C)COC(=O)C=C | -0.2% |
| COc1ccc(S(=O)(=O)N2CCCC(C(=O)NCc3ccccn3)C2)cc1Cl (stereo unspecified) | -2.5% |
| O=c1c[n+](CC[n+]2cc(=O)o[nH]2)[nH]o1 | -3.7%[5.75 µM] |
| N#Cc1c2n(c3c(=O)[nH]cnc13)CCCC2 | -4.5% |
| CC1=C(C(=O)Nc2ccccn2)C(c2ccc(Br)cc2)n2ncnc2N1 (stereo unspecified) | 10.4% |
| CCOC(=O)C1CCCN(C(=O)c2cnn3c(C(F)F)cc(-c4ccc(C)cc4)nc23)C1 (stereo unspecified) | -2.7% |
| O=C(O)c1ccc2nc(C(F)(F)F)[nH]c2c1 | -0.5% |
| Cn1nnnc1SCC(=O)Nc1ccccc1-c1ccccc1 | 7.6% |
| CCOc1cc(C#N)c(NC(=O)c2ccnn2C)cc1OCC | 14.1% |
| CCOC(=O)c1cnc(C(C)(C)C)[nH]c1=O | -2.0% |
| Cc1cnc(CNc2nc(-c3ccc(C(=O)N(C)C)cc3)nc3ccccc23)cn1 | 8.6% |
| CC1(C)CC(=O)C=C(N2CCNCC2)C1 | -3.4% |
| COC(=O)c1ccccc1NC(=O)CSc1nnc(-c2cccc(NC(C)=O)c2)n1C | 8.1% |
| c1ccc(-c2nnc(SCc3nc4ccccc4[nH]3)o2)cc1 | 6.9% |
| CCCCSCCCNC(=O)Nc1cccc(OC)c1 | -0.2% |
| COc1ccc(C(=N/O)/C(=N/O)c2ccc(OC)cc2)cc1 | 7.0% |
| COc1cccc(CNC(=O)C2CCCN(S(C)(=O)=O)C2)c1 (stereo unspecified) | -5.0% |
| COCCn1c(=O)cnc2cnc(N3CCNCC3)nc21 | 0.3% |
| COc1cccc(C(c2sc3ncnn3c2O)N2CCc3ccccc3C2)c1 (stereo unspecified) | 10.4% |
| CN(C)c1ccc(C2CC(=O)NC3=C2C(=O)CC(C)(C)C3)cc1 (stereo unspecified) | -0.3% |
| CS(=O)(=O)N(CC(=O)NCc1ccc2c(c1)OCO2)c1ccccc1 | 8.5% |
| Cc1cccc(CN2CCN(CC(=O)O)C2=O)c1 | 13.6% |
| COc1ncc2nc(CCc3ccccc3)c(=O)n(-c3ccccc3)c2n1 | 6.0% |
| O=C(Nc1nc2c(s1)CCc1ccccc1-2)c1ccco1 | -7.5% |
| CCSc1nsc(SCC)c1C(N)=O | 7.8% |
| Cc1cccc2cc(CN(CC3CCCO3)C(=O)c3cnccn3)c(=O)[nH]c12 (stereo unspecified) | 0.0% |
| O=C(CC1(O)C(=O)N(CCc2ccccc2)c2ccccc21)c1ccco1 (stereo unspecified) | -7.0% |
| CCN(CC)S(=O)(=O)c1cccc(-c2nnc(SCCOc3ccccc3C)o2)c1 | -1.2% |
| CCOc1ccc(NC(=O)CSc2nnc(COc3c(C)cccc3C)o2)cc1 | 12.4% |
| CCCc1cc(=O)oc2cc(C)c3c(C)coc3c12 | 7.2% |
| CCSc1nnc(-c2cccs2)o1 | 0.0% |
| Cc1cccc2nc(Cn3c(=O)n(CCC(=O)NCc4ccco4)c(=O)c4ccccc43)cc(=O)n12 | 10.4% |
| COc1ccc(C2(CNC(=O)c3ccc(Br)o3)CCOCC2)cc1 | -5.5% |
| O=C(CCCNS(=O)(=O)c1cccs1)N1CCc2ccccc2C1 | -5.3% |
| Nc1nc(C(=O)N2CCOCC2)nn1S(=O)(=O)c1ccc(Cl)cc1 | -0.9% |
| c1ccc2sc(C3CCCNC3)nc2c1 (stereo unspecified) | -4.9% |
| CC(C)c1ccccc1 | 8.0% |
| Cc1oc2ccc(OCc3ccc(F)cc3)cc2c1C(=O)O | -4.2% |
| CCC(=O)Nc1ccccc1Oc1ccccc1 | -2.8% |
| C[C@@H](C(=O)Nc1ccc2ccccc2c1)[C@@H]1C[C@@]1(C)[C@@H](N)c1ccccc1 | -0.4% |
| CCOC(=O)Cc1nnc(NC(=O)COc2ccc(C)cc2)s1 | -0.8% |
| COc1ccc(-c2cc(C(F)(F)F)nc(SCC(=O)Nc3cc(C)on3)n2)cc1OC | -5.7% |
| O=C(NCC1CCCO1)c1ccc(S(=O)(=O)N2CCCCC2)cc1 (stereo unspecified) | -3.6% |
| CSc1ccccc1NC(=O)c1cccnc1 | -4.2% |
| CCOC(=O)C1CCN(C(=O)c2ccc(Cl)c(S(=O)(=O)N3CCOCC3)c2)CC1 | 14.9% |
| N#C/C=C1\n2c(nc3ccccc32)OC12CCCCC2 | 6.6% |
| CCOc1ccc(NC(=O)c2oc3ccccc3c2NC(=O)C2CC2)cc1 | -3.9% |
| O=C(NCCCN1CCOCC1)NC12CC3CC(CC(C3)C1)C2 | 8.5% |

Continuation.
| smiles | AmpC det inh |
| --- | --- |
| Cn1cccc1C(=O)OCC(=O)Nc1ccc2c(c1)CCC2 | -2.9% |
| O=C1C2C3C=CC(C3)C2C(=O)N1CC1CCCO1 (stereo unspecified) | 12.4% |
| COc1cccc2cc(C(=O)N3CCN(C/C=C/c4ccccc4)CC3)c(=O)oc12 | -2.9% |
| COc1ccc(N2CCN(/C(=N\S(=O)(=O)c3ccccc3)Nc3nc(C)cc(C)n3)CC2)cc1 | -5.3% |
| O=S(=O)(c1ccccc1)c1ccc(NCc2ccco2)cc1 | -5.8% |
| CCOC(=O)N1CCN(C(=O)c2ccc3c(=O)n(Cc4ccc(Cl)cc4)c(=S)[nH]c3c2)CC1 | 6.3% |
| N#Cc1ccccc1-c1ccc2ncnc(NCc3ccccc3)c2c1 | 0.8% |
| CCC(=O)N1CCc2cc(S(=O)(=O)CCC(=O)NCc3cccs3)ccc21 | -0.5% |
| CC1(C)CC(=O)C=C(N2CCN(C3=CC(=O)CC(C)(C)C3)CC2)C1 | 13.3% |
| CCOC(=O)c1c(C)[nH]c(C)c1C(=O)CN1C(=O)NC(CC(C)C)C1=O (stereo unspecified) | -5.2% |
| Cc1ccc(C)c(OCC(O)CN2C(C)CCCC2C)c1 (stereo unspecified) | -1.7% |
| COC(=O)[C@@]1(Cc2ccc(F)cc2)[C@@H]2C(=CC(=O)[C@H]2CC(=O)C(=O)N2CCCC2)CN1C(=O)c1ccccc1 | 2.7% |
| CNC(=O)c1ccccc1 | 10.8% |
| C/C(Cl)=C/Cn1c(SC(C)C)nc2c1c(=O)[nH]c(=O)n2C | -5.0% |
| COc1ccc(S(=O)(=O)C(C#N)c2nc3ccccc3nc2N2CCCCC2)cc1 (stereo unspecified) | -5.2% |
| O=P(c1cccs1)(c1cccs1)c1cccs1 | 0.5% |
| Cc1c(-c2ccccc2)oc2c(C(=O)OCCN3CCCCC3)cccc2c1=O | -2.9%[12.8 µM] |
| CNc1nc(SCc2ccccc2)nc(N2CCOCC2)n1 | -0.5% |
| CCOc1ccc(C(=O)Nc2nnc(C)s2)cc1OCC | -3.6% |
| O=C(CN1C(=O)CCS(=O)(=O)c2ccccc21)NCc1ccccc1 | 11.7% |
| Cc1ccc(S(=O)(=O)NCC(=O)N(CC(=O)NCC2CCCO2)C2CCCC2)cc1 (stereo unspecified) | -1.9% |
| O=C(/C=C\c1ccc(O)cc1)c1ccc(O)cc1O | 2.1% |
| CCOC(=O)N1CCN(c2c(NCCc3ccc(OCC)c(OCC)c3)c(=O)c2=O)CC1 | -1.4% |
| CC1(C)Cc2nc(N3CCOCC3)c(C#N)cc2CO1 | -4.2% |
| CCOC(=O)CN1C(=O)C(O)(CC(=O)c2ccco2)c2ccccc21 (stereo unspecified) | 7.0% |
| COCCn1c(SCC(=O)c2ccccc2)nc2c(c1=O)SC(C)C2 (stereo unspecified) | 0.7% |
| COc1ccc2c(c1)c(=O)oc1cc(OCC(=O)N3CCC(C)CC3)ccc12 | -0.4% |
| O=C(NC1CC1)C1CCCN1S(=O)(=O)c1ccc2ccccc2c1 (stereo unspecified) | -4.6% |
| COc1ccccc1Nc1nc2ccccc2[nH]1 | -4.4% |
| Cc1cc(C)c(C#N)c(SC2CCCCC2=O)n1 (stereo unspecified) | -4.0% |
| COC(=O)COc1ccc(S(=O)(=O)Nc2ccc(C(N)=O)cc2)cc1Cl | -2.2% |
| Cc1nnc(Nc2ccc(C(=O)N3CCOCC3)cc2)c2ccccc12 | -3.4% |
| COC(=O)c1[nH]c2ccccc2c1NC(=O)CCN1CCSCC1 | -1.9% |
| COc1ccc(Nc2ncnc3c2cnn3Cc2ccccc2)cc1OC | -5.5% |
| O=C(CN1CCN(C(=O)c2ccco2)CC1)Nc1ccccc1-c1ccccc1 | -2.7% |
| COCCn1c(=S)[nH]c2cc(C(=O)N3CCN(c4ccccc4OC)CC3)ccc2c1=O | 12.2% |
| COc1ccccc1S(=O)(=O)Cc1ccc(C(=O)N2CCN(c3ccc(C)cc3)C(C)C2)o1 (stereo unspecified) | 11.1% |
| Cc1ccc(S(=O)(=O)N2CCCN(S(=O)(=O)c3ccc4c(c3)OCCO4)CC2)cc1 | -3.5% |
| Cc1cc2nc(-c3ccco3)cc(C(F)(F)F)n2n1 | 10.5% |
| O=c1cc(N2CCN(c3cccc(Cl)c3)CC2)[nH]c(=O)n1C1CCCCC1 | -8.6% |
| CCn1c2ccccc2c2cc(NC(=O)COC(=O)C3CCC(=O)N3)ccc21 (stereo unspecified) | 17.4% |
| Cn1c(N)c(C(=O)COC(=O)c2ccco2)c(=O)n(C)c1=O | 10.9% |
| CCOC(=O)C1CCCN(C(=O)CNS(=O)(=O)c2ccc(Br)s2)C1 (stereo unspecified) | 13.2% |
| Cc1cc2c(c(=O)n1CCN(C)C)C(c1ccccc1Br)C(C#N)=C(N)O2 (stereo unspecified) | -0.8% |
| O=c1cnc2cnc(Oc3ccccc3)nc2n1Cc1ccc(F)cc1 | -1.5% |
| CCSc1nc2c(c(=O)[nH]c(=O)n2C)n1Cc1ccc(Cl)cc1 | -10.1% |
| CCOCc1nnc(NC(=O)c2cccs2)s1 | -5.3% |
| O=C(NCc1ccccn1)c1ccc(Cn2cc(Br)cn2)o1 | -1.0% |
| CC1=NOC2(C1)N(C)c1ccccc1C2(C)C (stereo unspecified) | -4.1% |
| Cc1ccc(Cn2nnc3c(=O)n(Cc4ccccc4C)cnc32)cc1 | 15.6% |
| Cc1ccccc1-n1nc2c(c1NC(=O)c1c(-c3ccccc3Cl)noc1C)CSC2 | -2.7% |
| Cc1ccc(-n2nc(-c3ccco3)cc2C(=O)NCc2cccnc2)cc1 | -4.9% |
| CCC(C)(C)n1nnnc1C(c1ccc(OC)c(OC)c1)N1CCN(c2cccc(OC)c2)CC1 (stereo unspecified) | -1.0% |
| CCCC(=O)Nc1nnc(Cc2ccccc2)s1 | 5.8% |
| Cc1nn(-c2ccccc2)c(C)c1C(=O)OCC(=O)N1CCN(S(=O)(=O)c2ccccc2)CC1 | -1.2% |
| COc1ccc(NC(=O)CSc2nnc(Cc3cccn3C)n2CCc2ccccc2)c(OC)c1 | 1.0% |
| CN1C(=O)C2C=CC1C1C(=O)N(c3ccccc3)C(=O)C21 (stereo unspecified) | 2.7% |
| N#Cc1cnc2sc3ccccc3n2c1=N | -1.9% |
| CCOC(=O)c1[nH]c(CSc2nnc(-c3ccncc3)n2CCOC)c(C(=O)OCC)c1C | 0.4% |
| O=S(=O)(c1ccc(-c2nnc(SCc3nnc(-c4ccccc4)o3)o2)cc1)N1CCCC1 | -2.1% |

New compounds follow.
| smiles | AmpC det inh |
| --- | --- |
| CN(Cc1cccs1)c1ncnc2sccc12 | -5.7% |
| Nc1ccc(Cc2ccc(N)c(C(=O)O)c2)cc1C(=O)O | -1.3%[5.75 µM] |
| Cc1c(S(=O)(=O)Nc2cccc(Cl)c2)c(=O)n(C)c(=O)n1C | 8.9% |
| COCCSc1nnc(NC(=O)C2CCCCC2)s1 | -1.7% |
| CSc1nnc2n(-c3ccccc3)c(=O)c3c4c(sc3n12)CCC4 | -0.8% |
| Cc1cccc(CS(=O)(=O)Cc2ccc(C(=O)NCC3CCCO3)o2)c1 (stereo unspecified) | 8.1% |
| Cn1nnnc1SCC(=O)Nc1ccccc1N1CCCCC1 | 10.5% |
| CCOc1ccc2nc(NC(=O)Nc3cccs3)sc2c1 | 9.8% |

Taken from above (5 entries):
| smiles | AmpC det inh |
| --- | --- |
| CN(Cc1cccs1)c1ncnc2sccc12 | -5.7% |
| Nc1ccc(Cc2ccc(N)c(C(=O)O)c2)cc1C(=O)O | -1.3%[5.75 µM] |
| Cc1c(S(=O)(=O)Nc2cccc(Cl)c2)c(=O)n(C)c(=O)n1C | 8.9% |
| COCCSc1nnc(NC(=O)C2CCCCC2)s1 | -1.7% |
| CSc1nnc2n(-c3ccccc3)c(=O)c3c4c(sc3n12)CCC4 | -0.8% |
